Screens from PubChem BioAssay.
Scp-1 inhibitor – inhibitors of human Scp-1 phosphatase; Q9GZU7; Recombinant Scp1, phosphopeptide, malachite green phosphate absorbance; inhibition, % at 20 µM; actives 0.88% (n = 340,000);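 active = inhibition above about 50% at 20 µM, limit read from the data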;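 also: plate controls were DMSO wells with enzyme for no effect and wells lacking enzyme for full effect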
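Test system: SCP-1 phosphatase catalytic domain, residues 76-261 | Compound dosing: One concentration, 20 µM, with 1.0% DMSO | Schedule: 45 min room-temperature reaction, 5 min colour, 30 min stabiliser | Detection: Absorbance at 630 nm | Read-out basis: % inhibition of SCP-1 phosphate liberation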
Rpn11 block – Rpn11 (human) deubiquitinase inhibition; human 26S proteasome, Ub4-pepOG fluorescence polarization; 20S core pre-blocked with epoxomicin; calls only at 20 µM; actives 0.59% (n = 360,000); O00487;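 active = inhibition at 20 µM, scaled to each plate's controls, above about 33%, limit read from the data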
SUMO1 PPI mod – alters human SUMO1 binding to SIM partners. P63165. SUMO1 binding to a labelled peptide, TR-FRET, 1 h. inhibition, % at 20 µM. actives 0.33% (n = 360,000). AID 602429; in the data active = inhibition above about 37%
Target sequence (P63165 whole entry, looked up): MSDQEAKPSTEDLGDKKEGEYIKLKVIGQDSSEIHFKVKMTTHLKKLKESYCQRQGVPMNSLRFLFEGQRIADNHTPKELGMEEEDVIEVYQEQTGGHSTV
STEP block – inhibitors of human striatal-enriched phosphatase STEP. P54829. recombinant STEP, OMFP fluorogenic substrate, fluorescence. inhibition, % at 20 µM. actives 0.25% (n = 360,000). AID 588621;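 active = inhibition at 20 µM, scaled per plate between control wells, above about 37%, limit read from the data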;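 also: 0% = DMSO with enzyme and substrate and 100% = substrate only without enzyme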
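Assay system: isolated STEP enzyme / Timing: 20 min at room temperature, dark / Doses: 20 µM, 1% DMSO / Technique: fluorescence intensity, excitation 480 nm, emission 540 nm / Reagent: fluorogenic phosphatase substrate OMFP at 25 µM final / Measure: percent inhibition scaled to no-enzyme and uninhibited-enzyme controls, plate-pattern corrected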
LMPTP inh – LMPTP (human) inhibition; recombinant LMPTP-A, OMFP fluorogenic substrate, fluorescence intensity; actives 0.22% (n = 360,000); inhibition, % at 20 µM;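 active = compounds that cut the enzyme signal by at least half of the control window in the single-dose screen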;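 also: plate controls were DMSO wells with enzyme plus substrate for no effect and substrate without enzyme for full effect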
Target sequence (P24666 whole entry, looked up): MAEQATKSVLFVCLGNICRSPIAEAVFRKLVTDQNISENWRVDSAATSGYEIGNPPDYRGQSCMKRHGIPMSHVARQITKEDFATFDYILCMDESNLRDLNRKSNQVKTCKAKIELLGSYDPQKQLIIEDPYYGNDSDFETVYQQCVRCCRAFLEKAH
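Assay system: LMPTP-A phosphatase enzyme | Input: 0.625 nM enzyme | Also added: Fluorogenic phosphatase substrate OMFP at 400 µM final | Compound dosing: One test concentration per compound, 20 µM, with 3% DMSO overall | Schedule: 50 min enzyme reaction at room temperature, protected from light | Signal: Fluorescence intensity | Benchmarks: no-enzyme and uninhibited controls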
CSN inh – CSN deneddylation inhibition | actives 0.38% (n = 360,000) | inhibition, % at 12.5 µM | Q92905 | Purified CSN, SCF-Nedd8-OG deneddylation, fluorescence polarization | AID 651999;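 active = pattern-corrected inhibition above about 35%, with an unprinted fluorescence ratio check between 0.5 and 1.5, limit read from the data, passing the limit was not always enough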;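 also: 0% = enzyme with substrate and 100% = substrate without enzyme; some results filed as inactive read as strong as hits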
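test system = HEK293T-derived human Csn5 enzyme | amount = 0.24 nM Csn5 enzyme, final concentration | medium = Tris/NaCl/DTT buffer, pH 7.5 | schedule = 90 min reaction at room temperature | signal = FP | evaluation = inhibition of Csn5 cleavage, % | compound dosing = single dose of 12.5 µM compound with 0.25% DMSO | probe or stimulus = 10 nM SCFSkp2-Nedd8OG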
Rin1 Abl inh – human Rin1-Abl interaction inhibition; TR-FRET Rin1/Abl binding, biochemical; P00519+Q13671; inhibition, % at 7.35 µM; actives 0.4% (n = 360,000); in the data active = inhibition above about 5%, passing the limit was not always enough
DNMT1 inh – DNMT1 (human) enzyme inhibition. DNMT1 molecular beacon, Hinp1I cleavage, fluorescence. inhibition (reported as % activation of signal), % at 10 µM. actives 0.83% (n = 360,000). AID 588458; in the data active = inhibition above about 50%
NadD block – blocks S. aureus nicotinate mononucleotide adenylyltransferase; purified NadD enzyme, colorimetric absorbance read-out; inhibition, % at 20 µM; actives 0.78% (n = 360,000); AID 602399; in the data active = inhibition above about 26%; also: some compounds past the cut are filed as inactive
Neddylation inh – cullin neddylation inhibition; TR-FRET cullin neddylation, biochemical; P61081+Q13564; actives 0.58% (n = 360,000); AID 651699; calls only at 25 µM; in the data active = inhibition above about 36%
Target sequence (P61081 whole entry, looked up): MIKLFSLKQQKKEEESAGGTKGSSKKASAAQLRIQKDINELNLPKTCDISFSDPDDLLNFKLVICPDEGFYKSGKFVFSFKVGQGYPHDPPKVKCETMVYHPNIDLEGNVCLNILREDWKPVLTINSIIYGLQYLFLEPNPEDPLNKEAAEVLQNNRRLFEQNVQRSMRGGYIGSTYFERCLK
Target sequence (Q13564 whole entry, looked up): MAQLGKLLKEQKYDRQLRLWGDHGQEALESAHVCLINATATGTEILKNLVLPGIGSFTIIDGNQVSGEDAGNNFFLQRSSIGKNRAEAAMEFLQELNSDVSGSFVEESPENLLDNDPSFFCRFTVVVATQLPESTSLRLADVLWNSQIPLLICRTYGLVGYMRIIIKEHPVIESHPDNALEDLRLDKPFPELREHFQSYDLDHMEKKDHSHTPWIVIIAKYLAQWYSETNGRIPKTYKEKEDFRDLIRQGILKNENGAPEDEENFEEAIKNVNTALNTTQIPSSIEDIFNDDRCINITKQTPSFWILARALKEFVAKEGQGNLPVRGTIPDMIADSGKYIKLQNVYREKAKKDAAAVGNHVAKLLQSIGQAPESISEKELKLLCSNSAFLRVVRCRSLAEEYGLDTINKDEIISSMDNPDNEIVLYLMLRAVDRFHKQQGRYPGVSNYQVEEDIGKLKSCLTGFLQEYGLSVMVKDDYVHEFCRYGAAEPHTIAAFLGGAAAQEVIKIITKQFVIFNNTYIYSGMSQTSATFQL
Numbers without * were called inactive; i = inactive; · = not tested or not shown; + = active, no number. No enrichment for hits (roughly 3.8% active in at least one column).

| Compound | Scp-1 inhibitor | Rpn11 block | SUMO1 PPI mod | STEP block | LMPTP inh | CSN inh | Rin1 Abl inh | DNMT1 inh | NadD block | Neddylation inh |
| --- | --- | --- | --- | --- | --- | --- | --- | --- | --- | --- |
| COc1cccc(NC(=O)COC(=O)c2sccc2C)c1 | -5.4 | i | -4.5 | -3.1 | -1.5 | 1.4 | 2.5 | -3.8 | -0.9 | i |
| COc1ccc(-c2noc(CCC(=O)Nc3cccc(C(=O)NC4CC4)c3)n2)cc1OC | · | i | -0.3 | -2.3 | -0.3 | 3.7 | 2.8 | -2.7 | -4.7 | i |
| Cc1ccccc1C(=O)NC1CCCN(Cc2ccccc2F)C1 (configuration not stated) | -3.5 | i | -0.6 | -0.8 | -0.8 | 7.5 | -0.6 | 4.0 | -0.4 | i |
| CCN(CC(=O)NCc1cccs1)C(=O)CCCOc1ccccc1 | -1.4 | i | -4.6 | -2.6 | -6.3 | -3.3 | 3.6 | -0.6 | 4.4 | i |
| C=CCNC(=S)NNc1nc2c(c(=O)[nH]1)C1(CCCCC1)Cc1ccccc1-2 | 5.8 | i | 0.0 | -2.4 | 1.6 | -0.7 | -0.3 | -3.2 | 14.7 | i |
| Cn1c(NC(=O)c2ccccc2C(F)(F)F)cc(=O)n(C)c1=O | -9.8 | i | -1.8 | 2.0 | -0.9 | 5.8 | -1.5 | 4.5 | 4.4 | i |
| CC(Nc1cc(N2CCCC2)ccc1[N+](=O)[O-])c1ccccc1 (configuration not stated) | -21.5 | i | -7.5 | 0.1 | 1.5 | -2.5 | 0.0 | 2.6 | 0.1 | i |
| CCn1nc(C)c(CNC(=O)C2CCC(=O)N(CCc3ccc(OC)cc3)C2)c1C (configuration not stated) | -0.9 | i | -3.7 | 0.3 | -0.2 | -3.0 | -0.2 | 3.8 | 4.3 | i |
| O=C1C(CCCNC(=S)NCc2ccccc2)NC(=S)N1Cc1ccccc1 (configuration not stated) | -3.2 | i | 2.2 | -3.1 | -2.3 | 0.3 | -3.4 | -3.7 | -5.5 | i |
| COc1cccc(C2c3[nH]c4ccccc4c3C[C@H]3C(=O)N(C4CC4)CC(=O)N23)c1 (some centres not stated) | -4.0 | i | 1.7 | 2.5 | 0.1 | 4.4 | 2.9 | -1.2 | 2.8 | i |
| O=C(CN1C(=O)CCC1=O)Nc1nc(-c2ccc3ccccc3c2)cs1 | -7.7 | i | -12.4 | -0.9 | 1.8 | -2.6 | 2.1 | -1.8 | -2.2 | i |
| Nc1ncnc2c1ncn2[C@@H]1O[C@H](CO)[C@@H](O)[C@@H]1O | -8.8 | i | 0.1 | -0.7 | -1.7 | -6.0 | -2.4 | 1.9 | 4.9 | i |
| CCN(CCO)Cc1cn[nH]c1-c1ccc(C)c(C)c1 | -2.5 | i | 0.7 | 2.1 | -1.4 | -1.8 | 0.2 | 1.3 | 1.5 | i |
| CCN1C(=O)[C@H]2[C@@H](c3ccc(C(F)(F)F)cc3)N[C@]3(CCCN(Cc4ccc(C)cc4)C3=O)[C@H]2C1=O | · | i | 4.1 | -0.8 | -1.1 | -2.4 | 0.3 | 1.9 | 3.2 | i |
| COc1cc(-c2nc3n(n2)C(c2ccncc2)C2=C(CCCC2=O)N3)cc(OC)c1OC (configuration not stated) | -4.4 | i | 8.6 | -1.3 | 0.9 | 4.4 | 0.6 | -1.4 | -2.8 | i |
| O=C(c1ccc(-c2ccccc2)c(F)c1)C1CCCN(C(=O)c2cncs2)C1 (configuration not stated) | -4.0 | i | 3.3 | 3.9 | 2.4 | -2.7 | -1.6 | -1.9 | -3.3 | i |
| CCOC(=O)Cn1nc(C)c2c1CCCC2=O | -4.8 | i | 2.2 | -2.6 | -1.4 | 3.7 | 0.4 | 0.9 | 7.9 | i |
| O=C(Nc1nc(-c2ccncc2)cs1)C1c2ccccc2Oc2ccccc21 | -10.7 | i | -1.2 | 2.0 | 4.0 | -2.8 | -4.7 | -18.1 | 23.2 | i |
| O=C(COC(=O)c1ccc2c(c1)OCCO2)NCCc1ccccc1 | -4.6 | i | -3.7 | -3.6 | -1.2 | 2.0 | 4.5 | 0.7 | -5.8 | i |
| COc1cc(OC)cc(-c2oc(=O)c3cc(OC)c(OC)cc3c2/C=C/c2ccc(F)cc2)c1 | -1.3 | i | 1.3 | 3.7 | 1.8 | 2.6 | 1.9 | -7.7 | -0.2 | i |
| O=C(Nc1nc(=O)[nH]s1)c1ccccc1 | -8.0 | i | 1.1 | 0.5 | 0.0 | -1.0 | -1.6 | 1.4 | -1.3 | i |
| NC(=O)NC(CC(=O)NCCCc1ccccc1)c1ccccc1Cl (configuration not stated) | -4.4 | i | -3.5 | 1.8 | 0.0 | 15.4 | 1.6 | -1.5 | -1.8 | i |
| Cc1c(C(=O)N2CCCC2)sc(NC(=O)c2cccc(Cl)c2)c1C#N | 3.1 | i | 16.5 | -1.6 | -1.2 | 4.2 | 4.8 | -0.1 | 10.5 | i |
| C/C(=N/NC(=O)c1cc(-c2cccc([N+](=O)[O-])c2)n[nH]1)c1cccc(O)c1 | -1.7 | i | -13.7 | -0.3 | 0.0 | 4.9 | 0.4 | 88.5* | 6.0 | i |
| Cc1ccc(S(=O)(=O)N(C)C)cc1NC(=O)COC(=O)C1CC(=O)N(c2ccc3c(c2)OCCO3)C1 (configuration not stated) | -4.0 | i | 1.9 | 0.6 | -1.1 | -2.4 | -1.0 | -1.9 | -3.9 | i |
| COc1ccccc1OC(C)C(=O)Nc1ccccc1C(=O)NCc1cccnc1 (configuration not stated) | 4.2 | i | -4.7 | 5.8 | 1.3 | 9.4 | -1.2 | -3.4 | -4.5 | i |
| OC(c1ccccc1)c1nc(-c2cccc(C(F)(F)F)c2)cs1 (configuration not stated) | · | i | 3.7 | 1.0 | 5.7 | -6.6 | 3.0 | 6.3 | 1.1 | i |
| O=C(Nc1c(F)cc(F)cc1Br)c1cc2nc(C(F)F)cc(C(F)F)n2n1 | 4.6 | i | -18.0 | 1.3 | -1.7 | 22.3 | 1.9 | 1.9 | -1.2 | i |
| CCCCNC(=O)CCCn1c(=S)[nH]c2cc3c(cc2c1=O)OCO3 | -0.1 | i | 4.1 | 5.2 | 0.0 | -1.0 | -3.6 | 1.9 | 4.8 | i |
| CC1(C)CC(NC(=S)NC(=O)c2cc(Br)ccc2Cl)CC(C)(C)N1 | 3.2 | i | 4.8 | 0.6 | -1.3 | -1.2 | 3.3 | 40.6 | -6.1 | i |
| CC(=O)Nc1ccc(OCc2cnc(Cl)s2)cc1 | -6.0 | i | -2.4 | -2.2 | -0.3 | -1.8 | -6.1 | 7.2 | -8.1 | i |
| O=c1ccnc(SCCc2ccccc2)[nH]1 | -2.0 | i | 3.1 | -0.5 | -1.6 | 2.0 | -0.2 | 43.4 | -2.4 | i |
| CCOc1ccc(N/C=C/C(=O)c2ccc(OC)c(OC)c2)cc1 | -7.5 | i | -9.5 | 4.8 | 0.8 | 1.5 | 0.8 | 4.4 | -4.4 | + |
| O=C(CSc1nnc(Cc2ccc3c(c2)OCO3)n1C1CCCCC1)NC1CCCC1 | -5.5 | i | -1.7 | 2.3 | -2.0 | 2.4 | 0.4 | 1.1 | 0.5 | i |
| CC(C)(C)c1ccc(S(=O)(=O)O/N=C2/CCCCC2c2ccc([N+](=O)[O-])cc2[N+](=O)[O-])cc1 (configuration not stated) | -9.0 | i | -31.0 | 2.2 | -0.6 | 4.5 | 0.9 | 3.3 | -7.6 | i |
| Cc1c(C(=O)N2CCCCC2)c(S(=O)(=O)N(C)Cc2ccco2)c(C)n1C | -4.0 | i | -1.5 | -2.9 | -1.4 | 5.0 | 1.0 | 1.4 | -1.2 | i |
| Cc1ncc(CN2CCCC(C(=O)Nc3ccc(-c4cccc(F)c4)cc3)C2)cn1 (configuration not stated) | -8.3 | i | 8.9 | 2.6 | 1.1 | 2.9 | 5.5 | -4.0 | -2.1 | i |
| Cc1nc(Nc2nc(-c3ccccc3)cc(=O)[nH]2)nc2ccccc12 | 9.4 | i | 4.6 | 3.2 | 2.1 | 10.6 | 0.8 | 9.3 | 13.7 | i |
| COc1cccc(NC(=O)COC(=O)C2CC2)c1 | -2.2 | i | 2.2 | -2.0 | 1.2 | -0.4 | 3.8 | 4.0 | -7.2 | i |
| NNC(=O)CN1C(c2cccc(Cl)c2)=Nc2ccc(Br)cc2C1c1ccccc1 (configuration not stated) | 2.4 | i | 11.4 | 0.4 | 1.5 | 1.3 | -1.0 | -2.1 | 12.0 | i |
| COc1ccc(C(=O)COC(=O)CCCn2c(=O)oc3ccccc32)cc1 | -10.6 | i | -0.9 | -0.8 | 0.0 | 5.6 | -1.5 | 0.7 | -0.8 | i |
| CCOC(=O)c1c(C)[nH]c(C(=O)OCc2ccccc2F)c1C | -14.8 | i | 5.2 | -0.6 | 4.0 | -0.1 | -0.4 | -0.4 | -6.0 | i |
| COc1ccc(CCNC(=O)C(C)OC(=O)c2cccs2)cc1OC (configuration not stated) | -5.8 | i | 0.6 | -3.1 | -1.1 | 5.8 | 1.6 | -0.6 | -5.3 | i |
| O=C1CC(=Nc2ccccc2)NN1c1ccccc1 | -17.3 | i | 15.2 | -1.9 | 1.1 | -3.1 | 0.4 | -13.1 | 17.7 | i |
| Nc1cc(=O)[nH]c(SCC(=O)N2CCC(Cc3ccccc3)CC2)n1 | 0.7 | i | 6.8 | -1.0 | 1.1 | 0.1 | 3.0 | -1.3 | 10.9 | i |
| COc1cccc(NC(=O)CN(C)C(=O)CC2Sc3ccccc3NC2=O)c1 (configuration not stated) | -9.0 | i | 5.7 | 0.5 | -0.1 | -7.6 | 4.4 | 2.6 | -2.6 | i |
